M5 ag = CHRM5 agonism in calcium assay; P08912; AID 624037; activation, % at 3 µM; 0.19% of 360,000 active; CHO-K1 hM5 cells, Fluo-8 calcium fluorescence; 0% DMSO wells, 100% maximal acetylcholine response;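 active = activation above the run's mean over test compounds plus 3 SD, cut at about 23% in these data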;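 note: signal is peak over basal fluorescence ratio across the kinetic read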
Target sequence (P08912 whole entry, looked up): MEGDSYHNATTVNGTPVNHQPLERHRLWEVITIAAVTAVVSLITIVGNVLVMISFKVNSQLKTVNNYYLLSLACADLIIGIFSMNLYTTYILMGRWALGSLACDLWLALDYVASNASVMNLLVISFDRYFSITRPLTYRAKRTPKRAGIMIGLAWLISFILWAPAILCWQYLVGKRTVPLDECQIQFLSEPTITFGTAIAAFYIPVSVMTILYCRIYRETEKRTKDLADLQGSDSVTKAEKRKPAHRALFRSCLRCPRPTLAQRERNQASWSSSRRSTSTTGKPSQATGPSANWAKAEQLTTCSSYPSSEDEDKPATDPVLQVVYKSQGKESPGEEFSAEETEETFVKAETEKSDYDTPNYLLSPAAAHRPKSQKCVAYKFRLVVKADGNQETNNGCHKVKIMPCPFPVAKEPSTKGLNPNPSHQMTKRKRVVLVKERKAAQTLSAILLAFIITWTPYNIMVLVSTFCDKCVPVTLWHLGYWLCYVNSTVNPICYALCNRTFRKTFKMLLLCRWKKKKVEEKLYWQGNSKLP
M5 antag = CHRM5 antagonism in calcium assay; P08912; CHO-hM5 cells, Fluo-8 calcium fluorescence, ACh EC80; inhibition, % at 3 µM; 0.59% of 360,000 active;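 active = inhibition above a per-plate cutoff, the mean of that plate's test compounds plus 3 SD, cut at about 27% in these data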;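 note: 0% = acetylcholine EC80 with DMSO and 100% = DMSO without agonist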
CRFR2-BP ag = agonists of human CRF-binding protein/CRF-R2 receptor complex. activation, % at 13.2 µM. HEK293 CRF-R2/CRF-BP, calcium dye fluorescence (FLIPR); percent of saturating CRF peptide response. 0.46% of 350,000 active;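 active = activation of at least 50%, plus an integration ratio under a set limit after plate pattern correction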;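 note: plate controls were neutral control wells without compound for no effect and CRF at EC100 for full effect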
M5 PAM = CHRM5 positive allosteric modulation | activation, % at 3 µM | 0.3% of 360,000 active | AID 624038 | CHO-K1 hM5, Fluo-8 calcium, ACh EC20 PAM; 0% = ACh EC20, 100% = ACh EC100 | P08912;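 active = activation above the run cutoff, the mean activation of all test compounds plus 3 SD, cut at about 18% in these data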
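System – CHO-K1 hM5 cells · Compound – 3 µM, single dose · Incubation – compound preincubation 140 s before EC20 acetylcholine addition · Technique – Fluo-8 calcium fluorescence · Measure – Max/basal fluorescence ratio as % of EC20–EC100 ACh window · Benchmarks – low control EC20 acetylcholine (0%), high control EC100 acetylcholine (100%) · Replication – singlicate, one well per test compound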
CHRM4 antagonist = antagonists of human muscarinic M4 receptor (CHRM4). P08173. CHO-hM4 cells, ACh EC80, Fluo-8 calcium fluorescence. inhibition, % at 3 µM. 0.73% of 360,000 active. AID 624125;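 active = inhibition above its plate's cutoff, the mean inhibition of sample wells plus 3 SD, cut at about 27% in these data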;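 note: 0% = acetylcholine EC80 with DMSO and 100% = DMSO without agonist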
Target sequence (P08173 whole entry, looked up): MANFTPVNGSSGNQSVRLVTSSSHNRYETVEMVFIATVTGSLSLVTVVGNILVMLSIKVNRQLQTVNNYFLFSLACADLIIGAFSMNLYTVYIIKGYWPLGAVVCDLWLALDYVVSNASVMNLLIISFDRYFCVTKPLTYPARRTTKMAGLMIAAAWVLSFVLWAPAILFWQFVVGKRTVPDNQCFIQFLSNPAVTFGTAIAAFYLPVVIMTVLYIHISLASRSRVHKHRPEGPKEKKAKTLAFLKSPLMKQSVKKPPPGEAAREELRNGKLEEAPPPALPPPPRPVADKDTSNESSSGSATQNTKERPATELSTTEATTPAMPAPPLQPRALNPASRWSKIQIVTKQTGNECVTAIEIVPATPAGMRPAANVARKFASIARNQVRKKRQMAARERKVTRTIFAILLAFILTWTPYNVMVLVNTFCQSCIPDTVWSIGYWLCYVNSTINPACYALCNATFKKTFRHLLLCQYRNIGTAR
IDE inh = cellular human IDE inhibition. inhibition, % at 5.59 µM. HEK cells, FAbetaB cleavage, fluorescence polarization. 0.41% of 320,000 active. P14735;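 active = percent inhibition above the average of all tested compounds plus 3 SD, set per screening campaign, cut at about 16% in these data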;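 note: IDE supplied by intact live HEK cells; FP after avidin binding of uncleaved biotin substrate so inhibition keeps polarization high; 0% = DMSO wells and 100% = 60 µM reference IDE inhibitor Ii1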
CRFBP-R2 block = blocks CRF-induced signaling of the CRF-BP/CRF-R2 complex. HEK293 CRF-R2/CRF-BP, CRF-induced calcium fluorescence. inhibition, % at 11.8 µM. 0.59% of 350,000 active. AID 588475;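 active = inhibition of the ligand-induced calcium signal above about 50% at the single tested concentration, limit read from the data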
CHRM4 PAM = positive allosteric modulators of human muscarinic M4 receptor; P08173; CHO-K1 hM4/Gqi5, Fluo-8 calcium fluorescence, ACh EC20; 0% = ACh EC20, 100% = maximal ACh; activation, % at 3 µM; 0.4% of 360,000 active;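 active = activation above its plate's cutoff, the mean activation of sample wells plus 3 SD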; note: some results filed as inactive read as strong as hits
M4 ag = agonists of human muscarinic M4 receptor (CHRM4). P08173. CHO-K1 hM4/Gqi5, Fluo-8 calcium fluorescence; vehicle 0%, full acetylcholine response 100%. activation, % at 3 µM. 0.14% of 360,000 active;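 active = activation above the run mean over all test wells plus 3 SD, cut at about 32% in these data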;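 note: peak over basal fluorescence ratio per well then scaled between controls; 0% = DMSO wells and 100% = acetylcholine at EC100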
Numbers without * were called inactive; x = no result given.

SMILES	M5 ag	M5 antag	CRFR2-BP ag	M5 PAM	CHRM4 antagonist	IDE inh	CRFBP-R2 block	CHRM4 PAM	M4 ag
CS(=O)(=O)Nc1ccc(Br)cc1C(=O)c1ccccc1	-4	-4	0.0	8	5	4	36	2	-1
COc1cc(NC(=O)c2cc3c(C)nc4ccccc4c3o2)cc(OC)c1OC	3	10	0.5	-8	-7	5	30	-8	11
CCCCCn1c(=O)[nH]c2cc(C(=O)NCc3ccccn3)ccc2c1=O	8	12	-2.2	-3	-4	-2	10	4	3
CCNC(=O)COc1ccc(C=O)cc1OC	-2	-5	3.8	7	4	-2	16	-1	0
O=C(NCC(c1cccnc1)N1CCN(c2ccccc2F)CC1)C1CCCCC1 (stereo unspecified)	1	-3	-1.2	7	-12	6	-50	14	2
COC(=O)N/N=C\c1cccc(OC(=O)c2cccs2)c1	7	3	-0.4	5	3	2	8	0	2
COc1ccc(CC(=O)Nc2ccccc2-c2ccccc2)cc1OC	-1	15	-1.6	-4	9	-1	18	0	3
COc1ccc(NC(=O)CSc2c(C)n[nH]c2C)cc1	1	2	-2.5	-4	2	8	-35	4	2
O=C(CN(Cc1ccccc1)C(=O)CCC(=O)Nc1nccs1)NCC1CCCO1 (stereo unspecified)	-2	-11	6.0	8	-12	-14	4	-4	1
CCN(CC)CCCNC(=O)c1cc2nc3c(c(C(F)(F)F)n2n1)CCc1ccccc1-3	-10	-4	0.5	-1	-4	6	-4	-1	2
Cc1ccc(NC2CC(=O)N(c3cccc([N+](=O)[O-])c3)C2=O)cc1 (stereo unspecified)	-1	11	-0.8	-4	-2	2	-5	2	3
COc1ccccc1CCNC(=O)c1cccc(S(=O)(=O)NCc2ccccc2)c1	1	6	-0.2	-2	-9	5	-9	3	6
O=C(C1CC1)N1CCc2cc(Br)cc(S(=O)(=O)NCCCN3CCCC3)c21	-4	0	-0.6	-4	3	1	9	0	1
O=C1N[C@@H](Cc2c[nH]c3ccccc23)COC(=O)[C@@H](Cc2ccc(F)cc2)C/C=C\C[C@H]1CC(=O)N(CCO)Cc1ccccc1	1	22	0.7	-16	28*	2	-5	5	11
Clc1ccc(CNCCCSc2ncccn2)cc1Cl	-8	12	-0.7	-9	-2	1	2	-6	2
O=C1CN(C(=O)CNCc2ccccc2)c2ccccc2N1	-5	-3	0.2	-1	-5	-4	4	20	1
C=CCN=C(NC#N)SCc1ccccc1	-5	-5	0.0	-2	-10	0	-24	2	2
COc1ccc(CN2CCC(N3CCC(C(=O)N4CCOCC4)CC3)CC2)c(F)c1	1	-1	-2.1	4	-2	1	0	-1	0
CCOC(=O)C1CCCCN1C(=O)c1cc2ccc(OC)cc2c2cc(OC)c(OC)cc12 (stereo unspecified)	0	7	-1.3	4	-4	x	-2	2	6
CN(C)S(=O)(=O)c1ccc(Cl)c(NC(=O)CN2C(=O)NC3(CCc4ccccc43)C2=O)c1 (stereo unspecified)	0	3	0.5	-4	6	5	-5	-1	2
COC(=O)c1ccc(OS(=O)(=O)c2ccc(NC(C)=O)cc2)cc1	6	10	0.3	-11	7	1	24	-10	8
CN(c1ccccc1C(=O)Nc1ccc(S(=O)(=O)N2CCOCC2)cc1)S(=O)(=O)c1ccccc1	-3	4	-1.0	-2	-1	6	13	-4	2
O=C(CCn1cnnn1)Nc1ccccc1F	-2	9	0.1	2	8	3	-4	-4	0
Cn1nc(CC(=O)Nc2ncc(Br)s2)c2ccccc2c1=O	7	3	0.1	-13	4	4	-8	7	7
Cc1cc(C)c(C)c(S(=O)(=O)N2C(=S)NC(=O)C2C(C)C)c1C (stereo unspecified)	2	-4	-3.2	3	2	2	21	3	2
COc1ccc(NC2CCCN(C(=O)c3ccc(OC)o3)C2)cc1 (stereo unspecified)	-4	16	-0.6	-7	-2	6	-4	-4	0
COCCn1c(-c2ccc(Cl)cc2)cnc1SCC(=O)NCCc1ccc(OC)c(OC)c1	2	3	-1.1	-7	-1	-1	7	-4	6
COC(=O)Cn1cc(/C=C(/C#N)C(=O)N2CCOCC2)c2ccccc21	1	-1	6.0	-3	-13	5	1	-6	2
O=C(/C=C/c1ccc2c(c1)OCO2)NCCS(=O)(=O)N1CCN(c2ccc(F)cc2)CC1	1	1	1.0	-3	-11	0	5	-1	8
CC(C)(C)NC(=O)C(c1cccc2ccccc12)n1c(=O)c(-c2ccccc2)nc2ccccc21 (stereo unspecified)	0	-2	x	-4	-5	x	x	6	-1
CCCCNC(=O)C1(C)CCN1C(=O)c1cc(C)n(C(C)(C)C)n1 (stereo unspecified)	-1	0	x	0	-4	x	x	1	0
O=C(N/N=C/c1ccncc1)c1nc2ccccc2c(=O)[nH]1	-4	2	-1.6	4	-3	3	1	7	0
S=C(/N=c1/sccn1Cc1ccccc1)NC1CC1	-6	10	-2.8	2	-7	-4	7	0	3
COc1ccc(-c2nc3nc(N)nn3cc2C)cc1F	2	4	0.0	1	1	-5	0	0	1
CC1=CC2=NCC(O)CN2C=C1 (stereo unspecified)	0	0	-0.1	10	3	-1	-2	8	0
O=C(O)COCc1nc2ccccc2s1	2	-6	1.8	5	-10	-3	-3	10	1
COc1ccc(N=C2SC(CC(=O)Nc3ccccc3)C(=O)N2Cc2ccccn2)cc1 (stereo unspecified)	1	8	-0.3	0	7	4	-15	1	5
CC1(C)CC(=O)C=C(OC(=O)c2ccc(Cl)cc2)C1	0	-3	-0.7	0	6	-4	12	12	0
Cc1ccc(C(=O)N2CCN(S(=O)(=O)c3ccccc3[N+](=O)[O-])CC2)o1	-3	-2	2.3	0	2	-4	11	-9	1
Cc1ccc(C)c(CSc2nnc(C)c(=O)n2N)c1	0	3	5.1	3	-6	1	0	14	3
O=C(CCNS(=O)(=O)c1ccc(Br)cc1)N1CCCCCCC1	0	5	-1.2	0	-5	-2	-5	14	3
CCc1cc(=O)oc2cc(C)cc(O)c12	3	0	0.3	-4	10	6	14	1	3
Cc1cc(C(=O)N2CCCC(C)(C(=O)NS(=O)(=O)C3CC3)C2)n(C(C)(C)C)n1 (stereo unspecified)	0	3	x	2	2	x	x	2	1
C[C@H](CO)N1C[C@H](C)[C@@H](CN(C)C(=O)Nc2ccc3c(c2)OCO3)Oc2ccc(NS(=O)(=O)c3ccc(F)cc3)cc2C1=O	0	4	-2.0	-3	-1	-2	-9	0	0
CCOC(=O)C(/C(C)=N/NC(=O)c1ccccc1[N+](=O)[O-])C(C)C (stereo unspecified)	-1	2	-0.4	-7	-2	2	3	4	2
Cc1ccc(CNS(=O)(=O)NCc2ccccc2)cc1	-3	2	-0.8	-1	-2	0	20	1	-1
CC(=O)CC(CC(=O)NC1CCCCC1)c1ccccc1 (stereo unspecified)	0	8	0.4	-2	4	-6	-5	4	0
CC1CCCN(C(=O)CSc2nnc(-c3ccc(O)cc3)o2)C1 (stereo unspecified)	0	7	-0.5	-3	-5	-2	-1	-4	1

A section of the results above:
SMILES	M5 ag	M5 antag	CRFR2-BP ag	M5 PAM	CHRM4 antagonist	IDE inh	CRFBP-R2 block	CHRM4 PAM	M4 ag
CCOC(=O)C(/C(C)=N/NC(=O)c1ccccc1[N+](=O)[O-])C(C)C (stereo unspecified)	-1	2	-0.4	-7	-2	2	3	4	2
Cc1ccc(CNS(=O)(=O)NCc2ccccc2)cc1	-3	2	-0.8	-1	-2	0	20	1	-1
CC(=O)CC(CC(=O)NC1CCCCC1)c1ccccc1 (stereo unspecified)	0	8	0.4	-2	4	-6	-5	4	0
CC1CCCN(C(=O)CSc2nnc(-c3ccc(O)cc3)o2)C1 (stereo unspecified)	0	7	-0.5	-3	-5	-2	-1	-4	1

Continuation.
SMILES	M5 ag	M5 antag	CRFR2-BP ag	M5 PAM	CHRM4 antagonist	IDE inh	CRFBP-R2 block	CHRM4 PAM	M4 ag
S=c1[nH]nc(Cc2cccs2)n1-c1ccccc1	0	-5	-2.6	9	-1	4	16	4	1
CCC(C)NC(=O)c1cn(-c2cccc(C)n2)cn1 (stereo unspecified)	-5	4	0.3	2	-1	6	-6	1	1
Cc1cc(C)n(S(=O)(=O)c2ccc(Cl)c(Cl)c2Cl)n1	-5	-3	-1.8	5	-13	2	-11	6	-3
Cc1cc(C)cc(N2CC(C(=O)OCC(=O)Nc3cc(C)on3)CC2=O)c1 (stereo unspecified)	-3	10	-1.5	-2	8	1	-14	0	0
O=C(C1CC1)N1N=C(c2ccncc2)CC1(O)C(F)(F)F (stereo unspecified)	-3	-9	0.1	0	-2	-3	39	5	1
N#Cc1c(N)nc2c(c1-c1ccncc1)CCCCCC2	-2	0	1.7	3	2	4	-42	9	0
COc1cc(/C=N/NC(=O)CC#N)cc(Br)c1O	-2	-7	-0.5	0	4	1	17	-1	1
O=C(Nc1c(F)c(F)c(F)c(F)c1F)C1CCCCC1	-5	1	-1.3	1	-2	1	-5	9	-1
O=C1COc2ccc(C(=O)COC(=O)c3ccccc3F)cc2N1	7	8	0.2	-13	4	1	-9	-3	5
CC1CCc2c(ccc3ccccc23)C1=O (stereo unspecified)	-2	14	-1.7	0	3	x	-19	10	-1
N#Cc1c(N)n(CCNC(=O)c2cccs2)c2nc3ccccc3nc12	1	0	1.8	-9	-2	2	-24	-4	2
COc1cccc(/C=N/NC(=O)c2ccccc2NC(=O)c2ccco2)c1OC	3	9	0.3	-15	-7	7	0	-16	16

Printed as active in CHRM4 antagonist (from the list above):
SMILES	M5 ag	M5 antag	CRFR2-BP ag	M5 PAM	CHRM4 antagonist	IDE inh	CRFBP-R2 block	CHRM4 PAM	M4 ag
O=C1N[C@@H](Cc2c[nH]c3ccccc23)COC(=O)[C@@H](Cc2ccc(F)cc2)C/C=C\C[C@H]1CC(=O)N(CCO)Cc1ccccc1	1	22	0.7	-16	28*	2	-5	5	11

(more compounds)
SMILES	M5 ag	M5 antag	CRFR2-BP ag	M5 PAM	CHRM4 antagonist	IDE inh	CRFBP-R2 block	CHRM4 PAM	M4 ag
COc1ccc(C(=O)CSc2nccn2C)c(OC)c1	-2	5	-0.6	3	-5	x	19	3	0
O=S(=O)(NCc1cn2ccsc2n1)c1cccs1	-2	0	-0.1	-4	-7	-2	-2	6	0
O=C(NCc1ccco1)c1ccc2c(=O)n(-c3ccccc3)c(=S)[nH]c2c1	-1	-5	1.4	-1	6	-4	6	-7	0
COc1ccc(NC(=O)c2cnn(-c3ccccc3)c2C)c(OC)c1	0	9	-0.1	1	3	5	-16	-2	2
O=C(Cn1ncc2c3ccccc3n(Cc3ccccc3F)c2c1=O)NCCN1CCOCC1	-1	9	-0.2	2	-3	0	-26	4	1
Cc1[nH]n(C(C)(C)C)c(=O)c1Sc1ccccc1	-2	-4	0.9	7	4	2	7	2	1
Cn1nc(C(=O)OCC(=O)Nc2sccc2C(N)=O)c2ccccc2c1=O	5	11	-0.9	-16	4	-2	-5	-22	15
Cc1cccc(NC(=O)COC(=O)Cc2cccc(C(F)(F)F)c2)c1C	1	-4	-0.1	1	-6	1	2	1	1
CC12C=CC(=O)C=C1CCC1C2C(=O)C[C@@]2(C)C1CCC2(O)C(=O)CO (stereo partly specified)	1	-2	-1.0	0	-1	-4	-3	-4	2
Cc1c(C(=O)Nc2ccc(F)cc2)c2ccccn2c1CCc1ccncc1	0	2	-0.1	-8	4	1	15	-9	4
Clc1ccc(OCc2noc(-c3ccsc3)n2)c(Cl)c1	0	-1	-1.0	1	-1	-2	0	-10	4

Compound activity as filed in PubChem.
